# Compound activity deposited in PubChem by several laboratories.
# TRPC6 inhibitor = mouse TRPC6 channel inhibitors, primary screen, cell-based, HEK293, membrane potential dye; ACh-evoked depolarization; hits give low values; B-score at 10 µM; 1.1% of 310,000 active;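 active = B-score under library mean minus 3 SD, initial fluorescence not abnormally high, positive integrated signal ratio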;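 also: B-score derived from integrated fluorescence ratio over the kinetic read; more negative B-score means stronger inhibition of depolarization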
# MrgX1 allo act = positive allosteric modulators of MrgX1, primary screen, HEK293 cells, Fluo-4 calcium flux; Mas-related G-protein coupled receptor member X1 (Homo sapiens), Q96LB2; FDSS; hits give high values; B-score at 10 µM; 0.63% of 310,000 active;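 active = plate-corrected calcium response at least 3 library SD above typical, normal starting fluorescence, not activating the receptor alone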;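 also: compound read alongside a low EC10 to EC30 dose of BAM8-22 agonist; peak minus trough fluorescence over baseline measured at the second addition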
# TRPC4 PAM = positive allosteric modulators of TRPC4, primary screen, cell-based, mouse TRPC4beta, HEK293 mu-opioid, Fluo-4 calcium; DAMGO EC20, Fluo-4 Ca2+ flux; hits give high values; B-score at 10 µM; Short transient receptor potential channel 4 (Mus musculus), Q9QUQ5; AID 2227, 2009; 0.42% of 310,000 active;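 active = B-score of calcium response area above 5 SD of library B-scores, with initial fluorescence ratio within 5 SD of library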;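 also: B-score of integrated fluorescence ratio over time as area under calcium response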
# TRPC4 act = activators of mouse TRPC4 channel, primary screen, Fluo4 calcium, HEK293 TRPC4beta/mu-opioid cells; Short transient receptor potential channel 4 (Mus musculus), Q9QUQ5; Fluo4 calcium fluorescence; hits give high values; B-score at 10 µM; 0.49% of 310,000 active;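 active = B-score above 5 SD of library B-scores, and initial fluorescence ratio not above library mean plus 5 SD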;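 also: positive B-score marks a calcium rise read as TRPC4 activation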
#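 Material: HEK293 stable line with TRPC4beta plus mu-opioid receptor; technique: Fluo4 calcium-sensitive dye fluorescence, kinetic, 1 Hz baseline; timing: Fluo4 dye loading 45 min at room temperature, 110 s recording; controls: assay buffer as low control, maximal DAMGO as high control; read-out: integrated baseline-normalised fluorescence ratio, converted to per-well B score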
# MrgX1 antagonist = antagonists of human MrgX1 receptor, primary screen, HEK293 cells, Fluo-4 calcium flux | Mas-related G-protein coupled receptor member X1 (Homo sapiens), Q96LB2 | BAM8-22 antagonism; hits give low values | B-score at 10 µM | 1.3% of 310,000 active;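 active = calcium-response B-score plate-corrected more than 3 library SD below zero, starting fluorescence within 5 deviations, no agonist response on first addition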;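 also: peak minus trough fluorescence over baseline after final BAM8-22 challenge near maximal dose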
# MrgX1 ag = agonists of human MrgX1 receptor, primary screen, HEK293 cells, Fluo-4 calcium flux. Mas-related G-protein coupled receptor member X1 (Homo sapiens), Q96LB2. Fluo-4 calcium fluorescence, agonist mode; hits give high values. B-score at 10 µM. 0.44% of 310,000 active. AID 588627, 2011;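 active = calcium response B-score plate-corrected fluorescence ratio at least 3 library SD, with starting fluorescence B-score inside 5 SD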
#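 Material: MrgX1-expressing HEK293 cells / Dosing: compound as first of three additions / Incubation: overnight seeding, then 1 h dark dye loading / Signal: Fluo-4 NW calcium fluorescence / Evaluation: B-scored fluorescence response ratio / Benchmarks: positive and negative control wells on each plate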
# ANO1 activ = TMEM16A chloride channel activators or potentiators, primary screen, cell-based, HTS. Anoctamin-1 (Mus musculus), Q8BHY3. B-score at 10 µM. 0.3% of 340,000 active. AID 623877, 2012. HEK293 TMEM16A/YFP-H148Q/I152L, iodide quench fluorescence; hits give low values;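 active = fluorescence-ratio B-score plate-corrected deviation score at least 3 library SD below zero, with starting fluorescence score within 5 deviations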;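 also: channel opened by trigger with iodide after compound preincubation; score built on the fluorescence ratio of max minus min over baseline; more negative score means more quench and so TMEM16A activation or potentiation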
# Target sequence (Q8BHY3 whole entry, looked up): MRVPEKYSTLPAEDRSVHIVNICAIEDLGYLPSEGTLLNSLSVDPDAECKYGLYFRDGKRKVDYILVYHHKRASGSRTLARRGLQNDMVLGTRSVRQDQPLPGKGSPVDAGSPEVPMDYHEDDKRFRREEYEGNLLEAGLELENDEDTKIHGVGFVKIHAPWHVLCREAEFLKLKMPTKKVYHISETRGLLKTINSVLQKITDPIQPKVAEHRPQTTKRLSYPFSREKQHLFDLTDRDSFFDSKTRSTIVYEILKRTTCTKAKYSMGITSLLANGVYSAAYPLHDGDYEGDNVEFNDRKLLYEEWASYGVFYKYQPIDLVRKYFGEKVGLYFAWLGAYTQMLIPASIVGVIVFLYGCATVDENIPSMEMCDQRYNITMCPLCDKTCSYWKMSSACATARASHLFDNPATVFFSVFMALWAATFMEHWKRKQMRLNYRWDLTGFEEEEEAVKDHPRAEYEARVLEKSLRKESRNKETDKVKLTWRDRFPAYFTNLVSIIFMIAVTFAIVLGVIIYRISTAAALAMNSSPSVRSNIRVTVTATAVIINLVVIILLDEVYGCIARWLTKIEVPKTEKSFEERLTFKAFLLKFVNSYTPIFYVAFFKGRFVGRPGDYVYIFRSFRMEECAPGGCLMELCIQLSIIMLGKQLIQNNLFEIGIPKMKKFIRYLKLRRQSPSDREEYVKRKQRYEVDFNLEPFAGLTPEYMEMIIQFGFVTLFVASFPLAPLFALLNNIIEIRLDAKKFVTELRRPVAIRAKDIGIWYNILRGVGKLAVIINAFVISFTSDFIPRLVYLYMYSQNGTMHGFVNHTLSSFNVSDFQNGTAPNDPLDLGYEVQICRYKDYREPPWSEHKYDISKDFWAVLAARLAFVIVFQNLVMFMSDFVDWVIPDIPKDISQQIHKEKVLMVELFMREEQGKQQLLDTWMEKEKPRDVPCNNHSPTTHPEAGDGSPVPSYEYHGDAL
# TRPC4 block = inhibitors of mouse TRPC4 channel, primary screen, Fluo4 calcium, HEK293 TRPC4beta/mu-opioid cells. AID 2247, 2010. DAMGO-evoked Fluo4 calcium flux; hits give low values. B-score at 10 µM. 0.39% of 300,000 active. Short transient receptor potential channel 4 (Mus musculus), Q9QUQ5;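 active = B-score over 3 SD under the library average, no early fluorescence shift, positive overall ratio signal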
#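 Assay system: Stable TRPC4beta/mu-opioid receptor HEK293 cells | Reagent: DAMGO in two steps, submaximal then maximal | Compound dosing: Single concentration per test compound | Signal: Fluo4 Ca2+ flux fluorescence | Evaluation: Per-well B score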
# SKKanGAS inh = S. pyogenes SKKanGAS growth inhibitors in kanamycin, primary screen, streptokinase expression inhibitor project, SKKanGAS strain, BacTiter-Glo luminescence | inhibition, % at 7.5 µM | 6 h | 1.3% of 300,000 active;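 active = mean replicate score, as percent of positive control median, at least 50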;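 also: strain carries kanamycin resistance gene driven by streptokinase promoter and grows in 40 µg/ml kanamycin; loss of luminescence reflects streptokinase promoter inhibition or plain growth inhibition; 0% = median of DMSO wells and 100% = positive control at its reference dose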
# TMEM16A inh = TMEM16A chloride channel inhibitors, primary screen, cell-based, HTS; Anoctamin-1 (Mus musculus), Q8BHY3; HEK293 TMEM16A/YFP iodide influx fluorescence, ionomycin; normalized B-score (activity score, 25-100; higher = stronger inhibition) at 10 µM; 1.2% of 310,000 active; AID 588511, 2011;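 active = ratio plate-corrected score three or more library SD toward inhibition, starting fluorescence score within five deviations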;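 also: score derived from kinetic fluorescence span divided by baseline fluorescence per well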
# TRPC6 activator = mouse TRPC6 channel activators, primary screen, cell-based, HEK293, membrane potential dye. Short transient receptor potential channel 6 (Mus musculus), Q61143. HEK293-TRPC6 membrane potential dye fluorescence; hits give high values. B-score at 10 µM. 0.13% of 310,000 active. AID 2550, 2010;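 active = B-score of the integrated fluorescence ratio above library mean plus 3 SD, and starting fluorescence ratio within library mean plus 5 SD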;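 also: higher score means more depolarization so channel activation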
# * hit, by the source's call; i = inactive; nt = not tested or not shown.
SMILES,TRPC6 inhibitor,MrgX1 allo act,TRPC4 PAM,TRPC4 act,MrgX1 antagonist,MrgX1 ag,ANO1 activ,TRPC4 block,SKKanGAS inh,TMEM16A inh,TRPC6 activator
CC(=O)c1cccc(NC(=O)COC(=O)c2n[nH]c3ccccc23)c1,i,i,i,i,i,i,i,i,0.1,i,i
Cc1ccc(Nc2nc3ccccc3nc2Nc2c(C)n(C)n(-c3ccccc3)c2=O)cc1,i,i,i,i,i,i,i,i,-2.6,i,i
NC(=O)C1CC(=O)N(c2ccc(OCc3c(F)cccc3Cl)cc2)C1 (configuration not stated),i,i,i,i,i,i,i,i,-5.2,i,i
c1cc2c(cc1CN1CCN(C3CCCCCC3)CC1)OCO2,i,i,i,i,i,i,i,i,-6.8,i,i
O=C1CCCN1CCCNc1ncnc2c1[nH]c1ccc(Cl)cc12,i,i,i,i,i,37.1*,i,i,9.3,i,i
CC1CCC2(CC1)N=C(N)Nc1nc3ccccc3n12 (configuration not stated),i,i,i,i,i,i,i,i,-7.0,i,i
CCOc1ccc(Nc2nc(Cc3nnc(SCC(=O)NC4CCCCC4)n3C)cs2)cc1,i,i,i,i,i,i,i,i,6.0,i,i
COCCn1cnnc1SCC(=O)Nc1ccccc1C(=O)Nc1ccc2c(c1)OCO2,i,i,i,i,i,i,i,i,-2.5,i,i
Cc1c(C(=O)OCC(=O)NC(C)c2ccccc2)oc2ccccc12 (configuration not stated),i,i,i,i,i,i,i,i,-3.0,i,i
CCCCC[C@H]1CN(CCc2ccccc2)C(=O)[C@@H]1CC(=O)NCc1ccc(OC)cc1,i,i,i,i,i,i,i,i,4.7,i,i
O=C(Nc1ccccc1-c1nc2ccccc2[nH]1)c1ccc(N2C(=O)CCC2=O)cc1,i,i,i,i,i,i,i,i,1.1,i,i
CCN1C(=O)[C@H]2[C@@H](c3ccc(C)cc3)N3C(=O)N(c4ccc(OC)cc4)C(=O)[C@@]3(CC)[C@H]2C1=O,i,i,i,i,i,i,i,i,0.4,i,i
O=C(CSc1ccc(-c2ccco2)nn1)Nc1ccc(F)cc1,i,i,i,i,i,i,i,i,5.5,i,i
Cn1nc(-c2ccc(Cl)cc2)c2cc(C(=O)NC3CC3)sc21,i,i,i,i,i,i,i,i,-12.5,i,i
CN(C)S(=O)(=O)c1ccc(N=Cc2c(C(F)(F)F)[nH]n(C)c2=O)cc1,i,i,i,i,i,i,i,i,-13.5,i,i
CN1C(=O)c2ccc(Oc3ccccc3)cc2C1=O,i,i,i,i,i,i,i,i,2.5,i,i
O=S(=O)(c1cccc(-c2csc(-c3cccnc3)n2)c1)N1CCCCC1,i,i,i,i,i,i,i,i,3.1,i,i
Cc1ccc(S(=O)(=O)c2c(C)cc(-c3ccccc3)[nH]c2=O)cc1,i,i,i,i,i,i,i,i,3.2,i,i
CCn1cc(C(=O)Nc2ccc(OC)c(S(=O)(=O)N3CCCCC3)c2)c(=O)c2ccc(C)nc21,i,i,i,i,i,i,i,i,5.7,i,i
CCC(C)c1c(O)nc(SCC(=O)c2ccccc2)[nH]c1=O (configuration not stated),i,i,i,i,i,i,i,i,8.8,i,i
Cc1c2c(nc3c(C)cccc13)OC(C)C2 (configuration not stated),i,i,i,i,i,i,i,i,-0.5,i,i
COc1ccc(-c2nn(-c3ccccc3)cc2C(=O)O)cc1N,i,i,i,i,i,i,i,i,2.4,i,i
COc1ccc(CNCC(=O)Nc2sccc2C#N)cc1,i,i,i,i,i,i,nt,i,-5.8,i,i
O=C1COc2ccc(C(=O)COC(=O)c3ccc4ccccc4n3)cc2N1,i,i,i,i,i,i,i,i,-4.5,i,i
S=c1[nH]nc(-c2ccccc2Cl)n1Cc1ccccc1,i,i,i,i,i,i,i,i,5.6,i,i
Cc1nnsc1C(=O)Nc1cc(Cl)ccc1Cl,i,i,i,i,i,i,i,i,1.5,i,i
C/C(CC(=O)Nc1cccc(C(F)(F)F)c1)=N/NC(=O)C(=O)NCCO,i,i,i,i,i,i,i,i,-17.4,i,i
CC(C)Cn1c(=O)[nH]c2ccccc21,i,i,i,i,i,i,i,i,-3.4,i,i
Cc1[nH]c(C)c(S(=O)(=O)NCc2ccccc2Cl)c1C(=O)N1CCCC1,i,i,i,i,i,i,i,i,2.5,i,i
Cc1ccc(S(=O)(=O)CC(=O)c2ccccc2)cc1,i,i,i,i,i,i,i,i,-1.3,i,i
Nc1ccc(S(=O)(=O)NC2=NCCCCC2)cc1N,i,i,i,i,i,i,i,i,-3.7,i,i
COCCN(C(=O)CSc1nc(-c2ccccc2)cn1N)c1c(N)n(Cc2ccccc2)c(=O)[nH]c1=O,i,i,i,i,i,i,i,i,0.9,i,i
COc1ccc(CNC(=O)C2CCN(S(=O)(=O)c3ccc(Br)s3)CC2)cc1,i,i,i,i,i,i,i,i,5.9,i,i
Cc1cc(N(C)C)ccc1[N+](=O)[O-],i,i,i,i,i,i,i,i,-1.6,i,i
COc1ccc(NC(=O)CCCn2c(=O)c3sccc3n(Cc3ccc(C)cc3)c2=O)cc1,i,i,i,i,i,i,i,i,-0.3,i,i
COC(=O)CCC(=O)OC1(C)C(=O)C2=CN(Cc3ccccc3)C(c3ccc(OC)cc3)=CC2=C(Br)C1=O (configuration not stated),i,i,i,i,i,i,i,i,11.0,i,i
Cc1cn([C@H](C(=O)NCCCCCCCCCCC(=O)N2CCNCC2)[C@@H](C)O)nn1,nt,i,nt,nt,i,i,i,nt,nt,i,nt
COc1ccc2[nH]c(=O)c(CN(Cc3cccs3)Cc3nnnn3Cc3ccccc3)cc2c1,i,i,i,i,i,i,i,i,10.9,i,i
CC(=O)N=c1n(C)c2ccccc2n1CCOc1ccccc1,i,i,i,i,i,i,i,i,-2.7,i,i
COc1cc(C2Nc3ccccc3NC3=C2C(=O)CC(c2ccc(OC)c(OC)c2)C3)ccc1O (configuration not stated),i,i,i,i,i,i,i,i,-8.0,i,i
c1ccc2[nH]c(SCc3cn4cccnc4n3)nc2c1,i,i,i,i,i,i,i,i,-3.4,i,i
COCCCN(CC(=O)Nc1ccc(N2CCOCC2)cc1)S(=O)(=O)c1ccccc1,i,i,i,i,i,i,i,i,-1.9,i,i
COc1cccc(CN(C)C(=S)Nc2ccc(C)c(C)c2)c1,i,i,i,i,i,i,i,i,2.6,i,i
CC(=O)N/C(=N/c1nc(C)cc(C)n1)Nc1cccc(C)c1C,i,i,i,i,i,i,i,i,-5.7,i,i
Cc1cc(C)cc(OCCn2ccnc2)c1,i,i,i,i,i,i,i,i,3.6,i,i
CN=C1c2cc3cc(OC)ccc3n2CCN1C,i,i,i,i,i,i,i,i,-33.5,i,i
COc1ccc(CCC(C)NC(=O)CCc2ccccc2)c(OC)c1 (configuration not stated),i,i,i,i,i,i,i,i,6.6,i,i
Cc1nc(-c2ccncc2)nc(NCCNc2ccc(C(F)(F)F)cn2)c1Cl,i,i,i,i,i,i,i,i,-3.4,i,i
CNC(=S)/N=C(\Nc1ccc(C)cc1)c1ccccc1,i,i,i,i,i,i,i,i,-1.5,i,i
Cc1cc(C)cc(N2C(=O)CC(Sc3ncn[nH]3)C2=O)c1 (configuration not stated),i,i,i,i,i,i,i,i,0.2,i,i

# (more compounds)
SMILES,TRPC6 inhibitor,MrgX1 allo act,TRPC4 PAM,TRPC4 act,MrgX1 antagonist,MrgX1 ag,ANO1 activ,TRPC4 block,SKKanGAS inh,TMEM16A inh,TRPC6 activator
Cc1ccc(-c2nc(CN(C)C3CCOC3)c(C)o2)s1 (configuration not stated),i,i,i,i,i,i,i,i,0.6,i,i
COc1ccc(S(=O)(=O)N2CCCC(C(=O)NCc3cccnc3)C2)cc1OC (configuration not stated),i,i,i,i,i,i,i,i,6.4,i,i
COc1ccc(C[C@H]2CN3C(=NC[C@@H]3Cc3ccc(O)cc3)N2C[C@H](C)NC(=O)CCC2CCCCC2)cc1,i,i,i,i,i,i,i,i,-0.8,i,i
Cn1c(=O)c2c(SCC(N)=O)nc(CC(C)(C)C)nc2n(C)c1=O,i,i,i,i,i,i,i,i,3.8,i,i
CCCc1nc(NCc2ccccn2)c2nnn(Cc3ccccc3F)c2n1,i,i,i,i,i,i,i,i,3.4,i,i
CN(C(=O)CN1C(=O)/C(=C/c2ccc(Cl)cc2)SC1=S)C1CCS(=O)(=O)C1 (configuration not stated),i,i,i,i,i,i,i,i,-3.1,i,i
Cc1ccccc1Cn1c(=O)[nH]c2ccccc21,i,i,i,i,i,i,i,i,0.5,i,i
CC(CN1CCCCC1)OC(=O)c1cccc(F)c1 (configuration not stated),i,i,i,i,i,i,i,i,-0.5,i,i
Cc1ccccc1NC(=O)C(=O)c1cn(C)c2ccccc12,i,i,i,i,i,i,i,i,-5.3,i,i
Cc1nc(N2CCCCC2C)c2c(C)c(C(=O)Nc3cccc(C(F)(F)F)c3)sc2n1 (configuration not stated),i,i,i,i,i,i,i,i,32.6,i,i
Nc1c(Cl)cnc(C(Cl)(Cl)Cl)c1Cl,i,i,i,i,i,i,i,i,4.5,i,i
COc1ccc(C(=O)c2ccc(OC)c(OC)c2)cc1OC,i,i,i,i,i,i,i,i,4.7,i,i
Cc1ccc2c(CN3CCN(S(=O)(=O)/C=C/c4ccccc4)CC3)cc(=O)oc2c1,i,i,i,i,i,i,i,i,32.3,i,i

# Outcome played no part in choosing rows (roughly 6.7% active in at least one column).
